High-throughput results (PubChem BioAssay)
Yeast growth inh = growth inhibitors of yeast BB579 in restrictive medium, primary screen, yeast lifespan-shortening project, S. cerevisiae | OD615, 48 h | inhibition, % at 10 µM | 0.51% of 140,000 active | AID 804, 2007;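 active = inhibition above a set limit, 3 SD over the mean compound inhibition, cut at about 44% in these data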; note: inactives centre near -24
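Assay system – yeast BB579 (DeaD) · Dosing – single compound dose of 10 µM, 0.25% DMSO final · Detection – OD615 turbidity measurement · Buffer or medium – CSMM-D restrictive synthetic medium containing dextrose (glucose) · Benchmarks – positive control amphotericin B 10 µg/mL · Incubation – 48 h exposure, 30 °C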
NPY Y2 blocker = NPY-Y2 receptor antagonists, primary screen, cell-based. Neuropeptide Y receptor type 2 (Homo sapiens), P49146. AID 793, 2007. 0.99% of 140,000 active. inhibition, % at 2.7 µM. NPY-Y2 expressing cells, antagonist mode; in the data active = inhibition above about 17%;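 note: 0% = vehicle with agonist challenge and 100% = reference antagonist with challenge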
Target sequence (P49146 whole entry, looked up): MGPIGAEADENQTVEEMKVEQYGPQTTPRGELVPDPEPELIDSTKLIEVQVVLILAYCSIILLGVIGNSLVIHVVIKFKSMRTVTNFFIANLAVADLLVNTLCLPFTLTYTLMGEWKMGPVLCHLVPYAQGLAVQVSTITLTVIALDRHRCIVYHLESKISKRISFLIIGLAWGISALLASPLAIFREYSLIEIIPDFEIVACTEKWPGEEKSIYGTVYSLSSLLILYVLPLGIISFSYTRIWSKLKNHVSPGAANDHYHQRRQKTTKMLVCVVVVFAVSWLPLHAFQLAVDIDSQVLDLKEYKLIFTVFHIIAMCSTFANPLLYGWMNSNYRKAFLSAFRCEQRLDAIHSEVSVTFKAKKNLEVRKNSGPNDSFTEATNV
E-sel TNF inh = E-selectin induction blockers in HUVEC – imaging, immunofluorescence, high content, primary screen. HUVEC TNFa-induced E-selectin immunofluorescence. 0.71% of 120,000 active. inhibition, % at 2 µM;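 active = inhibition above the batch mean plus 3 SD, and confirmed as a hit on visual image review, cut at about 43% in these data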;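 note: 0% = TNF-stimulated DMSO wells and 100% = unstimulated control wells; not every result past the cut was called active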
HCT116 PTEN-null = growth suppression of PTEN-null HCT116, primary screen, cell-based, CellTiter-Glo; AID 827, 2007; viability, % at 10 µM; 1.2% of 140,000 active; HCT116 PTEN-null viability, 60 h; hits give low values;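 active = viability at or below a set limit, 4 SD under the median of all tested compounds, cut at about 3.7% in these data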;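 note: PTEN knockout HCT116 line with beta catenin targeted HCT116 as companion control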
Measles CPE = compounds protecting cells from measles virus cytopathic effect, primary screen, measles RdRp inhibitor project, single point, MLSMR library, absorbance; protection (pct of control), % at 4 µM; Measles virus-infected cells, CPE protection; 1.5% of 140,000 active; in the data active = protection mostly above about 24%, no sharp cut-off; inactive = mostly below about 26%; note: some compounds called inactive have numbers as strong as hits
Phagocytosis inh = inhibitors of macrophage phagocytosis, primary screen, imaging, J774A.1 cells, IgG beads; J774A.1 macrophage IgG-bead phagocytosis; inhibition, % at 5 µM; 0.07% of 110,000 active; AID 1029, 2008;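 active = inhibition above the mean of the plate negative controls plus 5 SD, cut at about 13% in these data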;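 note: phagocytic index as fraction of beads internalized from green versus red external bead signal; plate controls were DMSO negative control for no effect and cytochalasin-D positive control for full effect; some results beyond the cut were filed as inactive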
MRP1 act = H69AR viability gain despite doxorubicin, primary screen, MRP-1 activator project, H69AR cells, CellTiter-Glo | viability rescue | viability increase, % at 10 µM | 0.61% of 140,000 active;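 active = viability gain under doxorubicin at or above a set limit, the compound median plus 3 SD, cut at about 4.7% in these data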;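 note: MRP-1 overexpressing cells given doxorubicin 25 µM after compound pretreatment; 18-22 h compound pretreatment then 72 h with doxorubicin before readout; 0% = doxorubicin-only wells and 100% = vehicle-treated cells without doxorubicin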
bCat KO growth = primary screen for growth suppressors in beta-catenin knockout HCT116 cells (colon tumor, human). viability, % at 10 µM. HCT116 beta-catenin knockout viability, CellTiter-Glo, 60 h; hits give low values. 1.5% of 140,000 active;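 active = viability at or under a set limit, the compound median less 4 SD, cut at about 6% in these data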;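 note: 0% = Hyamine 1622 control at 20 µM and 100% = untreated cell control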
Yeast lifespan up = compounds extending yeast replicative lifespan, primary screen, S. cerevisiae, OD615. inhibition of the nicotinamide effect, % at 10 µM. AID 775, 2007. 0.68% of 130,000 active. S. cerevisiae growth with nicotinamide; deaD strain in restrictive glucose medium;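 active = inhibition above a set limit, placed 3 SD over the median of all compounds, cut at about 26% in these data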;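 note: 0% = nicotinamide-treated wells and 100% = cells grown without nicotinamide; some compounds called inactive have numbers as strong as hits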
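Measured by: optical density (absorbance) at 615 nm; System: modified budding yeast, DeaD strain; Medium: restrictive CSMM-D dextrose medium; Timing: 4 h preincubation then 48 h treatment at 30 °C.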
GALR2 antag = GALR2 antagonists in receptor-expressing cells, primary screen. Galanin receptor type 2 (Homo sapiens), O43603. antagonist mode. 0.39% of 140,000 active. inhibition, % at 4 µM; in the data active = inhibition above about 27%;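 note: cells stimulated with galanin 1-16 at roughly its EC80; 0% = agonist challenge control and 100% = basal control without agonist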
Target sequence (O43603 whole entry, looked up): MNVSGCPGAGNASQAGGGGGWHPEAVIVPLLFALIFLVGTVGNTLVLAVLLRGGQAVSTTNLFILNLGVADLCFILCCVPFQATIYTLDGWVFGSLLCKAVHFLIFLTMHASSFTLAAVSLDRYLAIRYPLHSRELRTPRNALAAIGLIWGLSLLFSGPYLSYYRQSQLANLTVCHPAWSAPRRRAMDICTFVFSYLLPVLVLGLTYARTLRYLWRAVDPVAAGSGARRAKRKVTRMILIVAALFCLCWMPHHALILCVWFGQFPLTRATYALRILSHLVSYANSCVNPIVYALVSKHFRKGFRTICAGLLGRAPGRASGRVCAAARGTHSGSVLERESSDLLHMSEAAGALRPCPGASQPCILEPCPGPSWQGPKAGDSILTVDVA
Numbers without * were called inactive; · = no result given. Rows were taken by chance; overall some 6.1% were active at least once.

Below each compound – Yeast growth inh	NPY Y2 blocker	E-sel TNF inh	HCT116 PTEN-null	Measles CPE	Phagocytosis inh	MRP1 act	bCat KO growth	Yeast lifespan up	GALR2 antag
> Cc1ccc(C(=O)NNC2=NCCC2)cc1
    -37	2	16	94	13	·	-0.3	96	2	9
> CCN(C(=O)CSc1nnc(Cn2nnc3ccccc32)o1)c1nc(-c2ccccc2)cs1
    -43	0	0	55	8	-1	-0.1	44	-10	-20
> O=C(CCCNS(=O)(=O)c1cccc2nsnc12)N1CCCCC1
    -42	1	·	105	7	·	0.1	107	-3	-3
> COc1ccc(-c2ncc3ccccn23)cc1
    -21	3	-21	95	4	2	-3.1	85	-10	-6
> CN(C(=S)Nc1ccccc1F)C1(c2ccccc2Cl)CCCCC1=O (centres undefined)
    -21	0	·	·	6	·	-0.3	92	3	14
> COc1ccc(-c2nc(C#N)c(N3CCC(C(N)=O)CC3)o2)cc1
    -51	2	16	108	13	0	0.3	93	-10	-15
> Cc1cccc(NC(=S)Nc2ccc(Oc3ccccc3)cc2)n1
    -14	2	35	38	10	-6	1.9	38	-6	-4
> CCN(CC)C(=O)c1c(Cl)nc(C)c([N+](=O)[O-])c1C
    -34	1	·	93	27	-6	-1.9	87	-5	-7
> CCc1cc2c(=O)c(-c3cnn(-c4ccccc4)c3)c(C)oc2c(CN2CCCCC2)c1O
    0	3	-36	56	24	·	-4.0	61	-22	-1
> CCOC(=O)N1CCN(C(=O)CSc2nnc(Cn3c(=O)sc4ccccc43)n2C)CC1
    -36	8	-5	98	14	·	-1.2	99	3	0
> Cc1ccc(/C=N/NC(=O)c2csc(C)c2)o1
    2	1	23	87	8	·	-1.4	79	·	0
> Cc1cc(C)n(-c2nc3ccccc3n3nnnc23)n1
    -16	2	-6	87	31	3	-2.3	85	-32	10
> Cc1nonc1NC(=O)CSc1nnc(-c2ccoc2C)n1-c1cccc(Cl)c1
    -43	2	-4	99	3	·	-1.3	85	·	5
> O=C(CSc1nc2ccccc2n1CCc1ccccc1)NC1CC1
    -3	1	-14	95	25	-9	-0.3	96	0	1
> O=CN1CCN(C(=O)Cc2ccc([N+](=O)[O-])cc2)CC1
    -38	2	·	93	4	-4	-0.8	86	4	-3
> CCOC(=O)C1CCN(C(=O)/C=C/c2ccccc2OC)CC1
    -35	2	11	99	19	·	-0.1	96	-12	-5
> CCN1CCCC1CN=Cc1c(O)n(-c2ccccc2)c(=O)c2ccccc12 (centres undefined)
    -42	4	-13	95	7	4	-2.1	101	-11	-3
> CC(C)C(=O)Nc1c(-c2cccs2)c(=O)c2ccccc2n1C
    -17	1	2	99	3	·	-2.9	105	-10	8
> CCOC(=O)c1c(-c2ccccc2)csc1NC(=O)c1cc2ccccc2oc1=O
    -21	3	·	99	20	-3	-1.1	100	-3	4
> O=C1c2ccccc2C(O)(Cc2ccccc2)N1c1ccc2c(c1)OCO2 (centres undefined)
    -54	4	-14	59	26	0	-4.0	74	-4	20
> Cc1c([N+](=O)[O-])c(C(=O)N2CCCC2)nn1C
    -51	0	-22	112	69*	·	-0.2	93	1	-3
> CCOC(=O)c1c(-c2ccc(Cl)cc2)cn2ccccc12
    -8	1	24	92	25	2	-0.8	98	-12	-8
> CCc1nc2ccc(C(=O)Nc3cccc(C(C)=O)c3)cc2nc1CC
    -5	0	5	88	32	-1	0.5	85	-3	-7
> CCn1c2ccccc2c2nnc(SCC(=O)Nc3c(C)n(C)n(-c4ccccc4)c3=O)nc21
    -45	4	-3	88	3	1	-1.8	87	-5	-8
> O=C(Cc1ccccc1)Nc1nc2ccccc2s1
    -29	2	-6	87	52*	·	-1.9	89	·	2
> NC(=O)CN1N=C(c2cc(Cl)sc2Cl)CSC1=O
    -2	1	24	98	18	·	-2.1	87	·	7
> CCOc1ccccc1NC(=O)Cn1c(=O)n(CCC(=O)NC2CCCC2)c(=O)c2ccccc21
    -75	3	-105	86	16	1	-0.8	95	-4	-6
> Cc1ccc(S(=O)(=O)NC(CCc2ccccc2)CC(=O)C(C)(C)C)cc1 (centres undefined)
    -43	3	·	51	3	·	-3.4	43	7	6
> COC(=O)c1ccnc(SCC(=O)c2ccccc2)c1
    -62	7	·	102	5	1	1.4	103	-2	9
> O=C(c1ccco1)N(CCCN1CCOCC1)c1nc(-c2ccc(Cl)cc2)cs1
    -15	30*	0	44	6	0	-2.8	42	-23	9

Just Yeast growth inh and Yeast lifespan up (seven entries from above):
structure | Yeast growth inh | Yeast lifespan up
COC(=O)c1ccnc(SCC(=O)c2ccccc2)c1 | -62 | -2
Cc1cccc(NC(=S)Nc2ccc(Oc3ccccc3)cc2)n1 | -14 | -6
COc1ccc(-c2ncc3ccccn23)cc1 | -21 | -10
CCOC(=O)c1c(-c2ccccc2)csc1NC(=O)c1cc2ccccc2oc1=O | -21 | -3
Cc1ccc(S(=O)(=O)NC(CCc2ccccc2)CC(=O)C(C)(C)C)cc1 (centres undefined) | -43 | 7
COc1ccc(-c2nc(C#N)c(N3CCC(C(N)=O)CC3)o2)cc1 | -51 | -10
O=C(CSc1nc2ccccc2n1CCc1ccccc1)NC1CC1 | -3 | 0

Further entries
Below each compound – Yeast growth inh	NPY Y2 blocker	E-sel TNF inh	HCT116 PTEN-null	Measles CPE	Phagocytosis inh	MRP1 act	bCat KO growth	Yeast lifespan up	GALR2 antag
> C=CCSc1nc(N)c(C#N)c(-c2ccccc2)c1C#N
    -12	3	·	100	21	-1	-1.8	99	-6	8
> Cc1ccc(NC(=O)CN(c2ccc3c(c2)OCO3)S(=O)(=O)c2c(C)n[nH]c2C)cc1
    -17	-2	·	95	4	·	-2.2	87	-3	6
> COc1ccc(-c2nnn(Cc3nc(N)nc(N4CCCCC4)n3)n2)cc1
    -58	3	-40	79	11	2	-0.3	85	-12	-4
> CCc1nc(SCC(=O)N2c3ccccc3Sc3ccccc32)c2ccccc2n1
    -28	4	·	63	20	0	-1.2	60	5	-19
> Cn1c(=O)c2[nH]c(Nc3ccccc3)nc2n(C)c1=O
    -18	-1	-12	96	19	·	-2.9	89	1	14
> O=C1CC(SC(=Nc2ccccc2)Nc2ccccc2)C(=O)N1c1cccc2ccccc12 (centres undefined)
    -33	0	·	62	7	·	1.7	85	-5	-1
> Cc1cc(C)c2c(c1)c(C)cc1nnc(SCC(=O)NCc3ccco3)n12
    0	2	9	87	9	-1	-3.5	81	-19	3
> CCOC(=O)CNC(=O)CSc1nnc(-c2ccco2)n1Cc1ccco1
    -9	-2	·	93	10	0	-2.6	84	-8	9
> CCCCSC1=C(C#N)C(c2ccccc2C)C(C(=O)OCC)C(=O)N1 (centres undefined)
    -29	1	12	80	6	-3	-4.9	86	2	9
> CC1CC(C)CN(Cc2nc3c(c(=O)n(C)c(=O)n3C)n2CCN2CCOCC2)C1 (centres undefined)
    -30	1	·	90	11	0	-0.6	98	-6	-4
> Cc1c(/C=N/NC(=O)CNc2ccccc2)c2ccccn2c1C(=O)c1ccccc1
    1	1	·	37	23*	-14	0.1	43	1	-11
> COc1ccc(-c2noc(CSc3ccccc3)n2)cc1OC
    -45	9	12	93	5	-3	0.1	88	-18	1
> CCC(C)NCC(=O)Nc1ccc(-c2nc3cc(NC(=O)CNC(C)CC)ccc3o2)cc1 (centres undefined)
    -40	8	-18	0.8*	4	-1	-6.6	0.6*	-20	-1
> Cc1cc(C)c(C(=O)CSc2n[nH]c(=O)n2C2CC2)cc1C
    -20	4	·	64	3	1	-1.0	60	-5	6
> Clc1ccc(-c2nnc(-c3ccco3)nc2N2CCCCC2)cc1
    -12	6	·	70	17	9	-3.7	75	4	7
> Cc1cc(Nc2ccccc2)nn1C(=O)c1ccc(Br)cc1
    -46	-6	12	102	12	0	0.9	99	-6	5
> O=C(N/N=C/c1cccc(Oc2ccccc2)c1)c1cccc(Br)c1
    -57	-1	-3	77	11	0	-1.8	90	-32	16
> Cc1nn(-c2ccc(F)cc2)c2nc(N)c(C#N)c(-c3cccs3)c12
    -50	4	-9	91	7	0	-2.1	94	-7	-6
> COC(=O)c1ccc(-n2nnnc2SCC(=O)Nc2ccccc2OC)cc1
    -49	5	19	105	6	-3	-0.1	95	-11	0
> COc1ccc(C(=O)N2CCN(c3cccc(Cl)c3)CC2)c(OC)c1
    -40	1	-35	29	6	4	-1.3	31	-1	-9
> CC(C)CSc1ncc(-c2cccc(C(F)(F)F)c2)cn1
    -26	0	0	99	7	·	3.0	101	-8	-5
> O=C(N/N=C/c1c[nH]c2ccc(Br)cc12)c1ccn(Cc2ccc(Cl)cc2Cl)n1
    -42	-4	-21	23	5	·	-4.4	31	-15	7
> COc1ccc(Cc2nc(C(=O)NCc3ccccc3OC)cs2)cc1
    -48	2	-8	83	14	·	1.5	92	-16	3
> O=C(O)C1CSC(CCc2ccccc2)N1 (centres undefined)
    -50	3	-69	105	38	2	-0.3	94	3	11
> S=C(NCc1ccco1)N1CCN(Cc2ccco2)CC1
    -18	4	-30	102	4	·	-2.0	91	-2	-8
> CC1(C)Cc2c(c(N3CCOCC3)nc3sc(-c4ccc(C(=O)O)o4)c(N)c23)CO1
    -27	1	-19	95	4	·	-2.1	84	-7	-3

5 structures already listed, arranged by count of non-hydrogen atoms, smallest number first.
Below each compound – Yeast growth inh	NPY Y2 blocker	E-sel TNF inh	HCT116 PTEN-null	Measles CPE	Phagocytosis inh	MRP1 act	bCat KO growth	Yeast lifespan up	GALR2 antag
> C=CCSc1nc(N)c(C#N)c(-c2ccccc2)c1C#N
    -12	3	·	100	21	-1	-1.8	99	-6	8
> COc1ccc(C(=O)N2CCN(c3cccc(Cl)c3)CC2)c(OC)c1
    -40	1	-35	29	6	4	-1.3	31	-1	-9
> COc1ccc(Cc2nc(C(=O)NCc3ccccc3OC)cs2)cc1
    -48	2	-8	83	14	·	1.5	92	-16	3
> CCc1nc(SCC(=O)N2c3ccccc3Sc3ccccc32)c2ccccc2n1
    -28	4	·	63	20	0	-1.2	60	5	-19
> CCC(C)NCC(=O)Nc1ccc(-c2nc3cc(NC(=O)CNC(C)CC)ccc3o2)cc1 (centres undefined)
    -40	8	-18	0.8*	4	-1	-6.6	0.6*	-20	-1
